PTAP-TSG101 blk: TSG101-PTAP interaction inhibition, HIV-1 budding. AID 1347069. Fluorescence polarization, FITC-PTAP peptide/Tsg101, 20 min. Potency, µM (series often up to 115 µM), for inactives: at the highest dose activity change, negative = inhibition, actives largely listed as inhibitors. 44,000 tested, under 10 active; note: potency is the fitted concentration of half-maximal effect; 0% is about no effect
Target sequence (Q99816 whole entry, looked up): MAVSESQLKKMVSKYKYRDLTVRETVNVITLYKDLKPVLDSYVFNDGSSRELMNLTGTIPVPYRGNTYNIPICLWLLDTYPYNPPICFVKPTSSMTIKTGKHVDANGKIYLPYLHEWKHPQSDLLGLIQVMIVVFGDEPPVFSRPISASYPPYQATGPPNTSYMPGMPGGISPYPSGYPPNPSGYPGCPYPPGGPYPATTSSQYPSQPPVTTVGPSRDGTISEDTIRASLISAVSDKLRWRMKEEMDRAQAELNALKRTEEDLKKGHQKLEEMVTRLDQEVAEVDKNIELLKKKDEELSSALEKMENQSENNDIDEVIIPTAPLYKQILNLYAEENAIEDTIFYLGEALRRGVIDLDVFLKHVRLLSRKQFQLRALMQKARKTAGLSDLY
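FITC-labeled PTAP peptide (50 nM final) binding to Tsg101 binding domain (10 uM final) read by fluorescence polarization after 20 min at r.t. in HEPES pH 7.5 buffer. Actives by CRC class, <25 µM.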
GALK inh: GALK (human) enzyme inhibition; 44,000 tested, under 10 active; Potency, µM (titrated, usually from 57.5 µM), without a hit: at the highest dose activity, negative = inhibition, hits mostly inhibitors; recombinant GALK, Kinase-Glo ATP luminescence, 1 h; AID 1347072;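 note: plate controls were full GALK reaction for no effect and reaction lacking GALK for full effect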
Target sequence (P51570 whole entry, looked up): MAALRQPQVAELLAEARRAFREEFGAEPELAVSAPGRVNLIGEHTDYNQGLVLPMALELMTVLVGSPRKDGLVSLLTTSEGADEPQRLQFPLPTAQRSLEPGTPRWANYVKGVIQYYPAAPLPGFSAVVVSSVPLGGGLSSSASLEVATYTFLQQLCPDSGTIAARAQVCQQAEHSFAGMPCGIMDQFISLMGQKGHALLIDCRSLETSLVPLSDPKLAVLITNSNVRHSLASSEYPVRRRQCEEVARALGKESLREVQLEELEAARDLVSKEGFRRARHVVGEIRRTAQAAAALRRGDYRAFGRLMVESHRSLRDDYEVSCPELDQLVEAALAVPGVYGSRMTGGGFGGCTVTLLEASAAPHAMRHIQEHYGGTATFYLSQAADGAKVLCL
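Human GALK (5 nM) was incubated with 35 uM ATP and 100 uM galactose in 20 mM HEPES pH 8.0 with MgCl2, NaCl, DTT and BSA for 1 h at room temperature. Remaining ATP was measured by Kinase-Glo Plus luminescence.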
FH mod: Identification of activators of human fumarate hydratase by quantitative high-throughput screening; Fumarate hydratase, mitochondrial (Homo sapiens), P07954; FH coupled MDH/diaphorase resazurin fluorescence, 15 min; Potency, µM (series often up to 79.9 µM), for the others: top-dose activity change, negative = inhibition, most hits filed as inhibitors; 0.22% of 54,000 active; AID 1347055, 2019; note: potency is the fitted concentration of half-maximal effect; % is set by controls: 0 for no effect and ±100 for the full control effect; the screen sought activators but most active calls are inhibition curves; nearly all actives have a fitted effect of over 45% in size
B2AR arrestin ag: agonists recruiting beta-arrestin to human beta2-adrenergic receptor; P07550; HTLA Tango cells, beta-arrestin recruitment, luciferase luminescence, 18 h; Potency, µM (highest dose often 46.1 µM), for the others: at the highest dose activation, most hits filed as activators; 44,000 tested, under 10 active; AID 1347077;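 note: potency is the fitted concentration of half-maximal effect; 0% = DMSO and full agonism = EC100 isoproterenol or metaproterenol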
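Receptor–beta-arrestin recruitment read by tTA-responsive luciferase: compound titrations (up to 46 µM) incubated 18 h with Tango cells, then luminescent substrate 15 min at room temperature. Concentration-response fits classified by r2, efficacy and activity.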
NTMT1 inh: NTMT1 methyltransferase inhibition; Q9BV86; NTMT1 MTase-Glo SAH luminescence, purified enzyme; Potency, µM (titrated, usually from 114 µM), without a hit: at the top dose activity change, negative = inhibition, hits mostly inhibitors; 2.5% of 59,000 active; AID 1645870;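 note: potency is the fitted concentration of half-maximal effect; plate controls were DMSO vehicle for no effect and no enzyme for full effect; nearly all actives have a fitted effect of over 65% in size; many of its hits are not listed in these tables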
Target sequence (Q9BV86 whole entry, looked up): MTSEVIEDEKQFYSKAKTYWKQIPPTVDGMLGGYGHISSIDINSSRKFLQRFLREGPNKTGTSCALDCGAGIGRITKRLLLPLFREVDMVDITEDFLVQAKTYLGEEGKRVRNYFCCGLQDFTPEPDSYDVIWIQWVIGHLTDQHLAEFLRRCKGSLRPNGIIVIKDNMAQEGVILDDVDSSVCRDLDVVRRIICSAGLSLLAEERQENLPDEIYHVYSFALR
p53null 39C kill: p53 null cell cytotoxicity, nonpermissive temperature | 0.97% of 55,000 active | H1299 p53-null (neo) cells, 39C, ATPlite viability, 24 h | Potency, µM (highest dose often 46.1 µM), for the others: at the top dose activity, negative = cell killing, hits mostly cytotoxic | AID 904;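 note: potency is the fitted concentration of half-maximal effect; 0% = DMSO only and -100% = full killing by 100 µM tamoxifen; nearly all actives have a fitted effect of over 50% in size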
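ATP-luminescence viability readout (ATPlite, 20 min RT) after 24 hr compound treatment at 39C of H1299-neo or H1299-p53A138V cells; titration up to 46 uM; normalized to DMSO and 100 uM tamoxifen; Hill-fit AC50.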
p53null 32C kill: p53 null cell cytotoxicity, permissive temperature | Potency, µM (top dose mostly 46.1 µM), for the others: at the top dose activity change, negative = cytotoxicity, hits mostly cytotoxic | 0.62% of 55,000 active | H1299-neo p53 null cells, ATP luminescence, 24 h, 32C;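 note: potency is the fitted concentration of half-maximal effect; 0% = DMSO only and -100% = full killing by 100 µM tamoxifen; nearly all actives have a fitted effect of over 55% in size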
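H1299-neo (p53-null) cells, 600/well, were pre-incubated overnight at 37C, then exposed to compounds at up to 46 uM for 24 hr at 32C. Viability was measured as ATP content by luminescence, and AC50 values came from Hill fits.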
Starred values were filed as active, the others as inactive; ? = inconclusive; · = no result given; [ ] = remark or other dose. Calls come from the whole dose curve; as a rule, active = well fitted curve in the direction sought with a large enough effect; inconclusive = small, poorly fitted or top-dose-only effect, or another doubt; inactive = no such curve, though single readings can be large; an effect the other way counts as inactive or inconclusive.

| Compound | PTAP-TSG101 blk | GALK inh | FH mod | B2AR arrestin ag | NTMT1 inh | p53null 39C kill | p53null 32C kill |
| --- | --- | --- | --- | --- | --- | --- | --- |
| CCOc1ccc(CC(=O)NCCS(=O)(=O)N2CCN(c3ccc(OC)cc3)CC2)cc1 | 0.4% | -0.9% | -2.7% | 2.9% | -0.2% | -10.1% | 1.4% |
| COc1ccc(NC(=O)Cn2c(=O)n(CCCC(=O)NCc3ccccc3OC)c(=O)c3ccccc32)cc1Cl | -2.8% | -4.6% | -3.1% | -1.7% | -20.3% | -20.1% | 0.0% |
| Cc1ccc(-c2c(CN3CCN(c4cccc(C)c4C)CC3)csc2C)cc1 | 7.3% | 3.1% | ? | ? | ? | -22.3% | -9.0% |
| O=C(C1CCCN(S(=O)(=O)c2cccc3nonc23)C1)N1CCN(c2cccc(Cl)c2)CC1 (stereo not drawn) | 5.5% | 1.6% | -25.1% | 1.0% | -2.7% | -0.8% | 5.2% |
| Cc1ccccc1-c1nc(C(N)=O)c2c(n1)n(-c1ccc3c(c1)OCO3)c(=O)n2C | -0.7% | 6.8% | 1.9% | 0.4% | ? | -3.8% | 3.7% |
| O=C(NCc1cccc(F)c1)C1CCN(C(=O)c2sccc2-n2cccc2)CC1 | -5.1% | 2.0% | 4.1% | 0.1% | 3.2% | -1.7% | -4.3% |
| COCCCNC(=O)CC(c1cc(OC)c(OC)c(OC)c1)N1Cc2ccccc2C1=O (stereo not drawn) | 1.7% | 0.6% | 9.2% | -0.2% | 1.6% | 6.4% | 1.0% |
| COc1cccc(-c2nnc(SCC(=O)NC3CCCCC3)o2)c1 | 0.0% | 1.8% | 1.4% | 0.8% | 1.0% | -20.4% | -4.4% |
| Cc1cccc(CCNC(=O)CCc2c(C)nc3c4c(C)cc(C)nc4nn3c2C)c1 | -3.3% | -14.9% | -4.1% | -2.0% | 0.4% | -9.8% | 2.3% |
| Cc1ccccc1CCNC(=O)c1ccc2c(c1)c(C)c(C)n2Cc1ccccc1 | 3.2% | -3.0% | -15.7% | -1.0% | 9.4% | 9.3% | 13.2% |
| Cc1ccc(Cl)cc1N1CCN(C(=O)CCS(=O)(=O)c2ccc3c(c2)oc(=O)n3C)CC1 | -11.2% | 2.1% | -19.6% | -0.5% | -11.8% | -9.7% | 9.2% |
| Cc1ccc(C)c(CN2C(=O)c3ccccc3S(=O)c3ccc(C(=O)N4CCN(c5cccc(Cl)c5)CC4)cc32)c1 (stereo not drawn) | -3.0% | 8.4% | -25.9% | 0.3% | -0.6% | -3.3% | -0.4% |
| COc1ccc(NC(=O)Cn2cc(S(=O)(=O)N3CCN(c4ccccc4F)CC3)c3ccccc3c2=O)cc1Cl | -0.2% | 3.1% | -22.2% | 0.9% | 10.9% | -7.9% | -4.3% |
| CCn1c(=O)cc(SCC(=O)NCCc2ccc(Cl)cc2)c2ccccc21 | -2.9% | 0.0% | -15.0% | 0.4% | -1.9% | -15.1% | -1.6% |
| CCOCCc1nn2c(=O)cc(COC(=O)c3ccco3)nc2s1 | 4.8% | -1.9% | -10.9% | 0.4% | -12.6% | 4.9% | -8.4% |
| CCc1ccccc1Nc1ncnc2c1cnn2-c1ccc(C)cc1C | -0.2% | 2.8% | -16.2% | -1.5% | ? | -7.5% | -1.9% |
| CC(C(=O)Nc1ccc(F)c(Cl)c1)N1Cc2ccccc2C1=O (stereo not drawn) | -3.2% | 1.8% | -20.1% | 0.0% | -5.9% | -9.1% | -8.0% |
| COc1cc(C(=O)NCC(c2cccs2)S(=O)(=O)c2ccc(F)cc2)cc(OC)c1OC (stereo not drawn) | -13.2% | 1.8% | -0.9% | -1.2% | 6.3% | 13.7% | -4.6% |
| CCc1ccc(NC(=O)COC(=O)CCCC2=NS(=O)(=O)c3ccccc3N2)cc1 | -1.1% | 0.0% | -1.4% | -2.6% | -11.7% | -0.6% | -7.7% |
| COCCNC(=O)Cn1c(-c2cccs2)cc2cc(Cl)ccc21 | 2.6% | 1.0% | 2.9% | -1.0% | 9.0% | -9.4% | -2.2% |
| COc1ccc(NC(=O)NCCc2c(C)nn(C)c2C)c(OC)c1 | -10.2% | -0.4% | -1.1% | -0.5% | -6.8% | 18.6% | -9.4% |
| CCOc1ccccc1NC(=O)c1c(NCc2cccs2)sc2c1CCC(C)C2 (stereo not drawn) | -1.2% | 1.5% | -10.9% | -1.1% | 6.0% | 7.0% | 6.6% |
| Cc1ccc(-c2cc(C(=O)NCc3ccccc3Cl)c3ccccc3n2)cc1C | -8.8% | -1.7% | -0.9% | -0.9% | -4.8% | 18.2% | -23.7% |
| CCCN(CCC)C(=O)Cn1c(SCc2cccc(C(F)(F)F)c2)nc2cccnc21 | -0.3% | 5.8% | -17.5% | -0.3% | -1.9% | -20.8% | -3.7% |
| CCCc1nnc(N2C(=O)c3oc4ccc(F)cc4c(=O)c3C2c2ccc(C(=O)OC)cc2)s1 (stereo not drawn) | -0.6% | 0.0% | -11.3% | 0.7% | -4.1% | -26.1% | -2.1% |
| Cc1ccc(-n2nc(C)c(C(=O)NCCCN3CCN(c4ccccc4F)CC3)c2-n2cccc2)cc1 | -2.1% | -0.1% | · | -1.1% | · | ? | 54.4%[activator] |
| COc1cccc(NC(=O)Cn2nc3c4ccccc4n(Cc4cccc(F)c4)cc-3c2=O)c1 | 1.6% | 0.8% | 2.5% | -1.2% | -21.2% | -5.3% | -11.0% |
| CCc1ccccc1NC(=O)N1CCC(CN2CCc3ccccc3C2)CC1 | -1.2% | -0.1% | 2.0% | -1.2% | ? | -22.2% | 2.9% |
| CN(C1CCCCC1)S(=O)(=O)c1ccc(C(=O)Nc2sc3c(c2C(N)=O)CC(C)(C)NC3(C)C)cc1 | -2.0% | 2.2% | -5.6% | 0.2% | -0.8% | 6.3% | -2.7% |
| CCOc1ccc(S(=O)(=O)NCCc2csc3nc(-c4cccc(C)c4)nn23)cc1 | -1.5% | -0.1% | -19.9% | -2.5% | 2.6% | 6.6% | 16.6% |
| Cc1ccc(CCNC(=O)c2c(C)nn(-c3ccc(F)cc3)c2-n2cccc2)cc1 | -9.6% | 0.8% | -16.6% | -1.4% | 8.6% | 30.2%[activator] | 1.4% |
| COCCCNC(=O)c1c(NC(=O)c2cc(=O)c3ccccc3o2)sc2c1CCCC2 | 0.3% | 3.2% | -27.0% | -0.3% | -16.4% | 6.2% | -2.4% |
| CCOc1cc(C2NC(=O)c3c(sc4c3CCN(C)C4)N2)ccc1OC(=O)c1ccc(Br)cc1 (stereo not drawn) | -4.5% | -3.0% | -4.8% | 0.4% | 4.4% | -6.8% | 1.3% |
| CCN(C(=O)CN(C)S(=O)(=O)c1ccc2c(c1)n(C)c(=O)c(=O)n2C)c1cccc(C)c1 | -1.2% | -2.9% | ? | 0.3% | -20.0% | 3.5% | 1.2% |
| CCCCNc1nc2c(c(=O)n(Cc3ccc(Cl)c(Cl)c3)c(=O)n2C)n1C | -0.3% | -11.9% | ? | -1.9% | 3.3% | -2.2% | 16.5% |
| Cc1cc(C)cc(NC(=O)Nc2ccccc2OCc2cc(=O)n3ccccc3n2)c1 | -5.4% | 1.8% | -3.0% | -0.4% | ? | ? | -14.1% |
| CCOCCc1nn2c(=O)cc(COC(=O)COc3ccccc3Cl)nc2s1 | -6.2% | 0.8% | 0.3% | 5.2% | -0.1% | -1.6% | -1.3% |
| CCC(=O)Nc1cccc(-c2nc3cc(C)ccc3o2)c1 | 0.8% | -0.6% | -22.9% | 1.3% | ? | ? | ? |
| COc1ccc(NC(=O)CCc2nc3cccnc3n2Cc2cccs2)c(OC)c1 | -10.8% | -9.8% | -7.3% | 1.0% | -2.8% | 22.5% | -5.2% |
| CCOc1ccccc1NC(=O)c1c(NC(=O)C(C)Oc2ccc(Cl)cc2)sc2c1CCCCC2 (stereo not drawn) | -4.0% | 0.0% | -18.8% | 0.4% | 13.9% | 0.2% | 5.2% |
| CCOc1ccc(NS(=O)(=O)c2ccc3[nH]cc(C(=O)NCCc4ccccc4)c(=O)c3c2)cc1 | 1.4% | -0.8% | -4.8% | ? | 3.5% | 15.1% | -1.5% |
| Cc1ccc(NS(=O)(=O)c2ccc3nc(-c4ccccc4)[nH]c3c2)c(Cl)c1 | 3.0% | ? | -13.2% | 0.5% | -3.7% | -23.8% | -8.0% |
| CC(=O)c1cccc(NC(=O)c2nc(-c3ccccc3)n(-c3cccc(Cl)c3)n2)c1 | 0.6% | -9.3% | -12.7% | -2.7% | -5.3% | -3.0% | -13.9% |
| COc1ccc2c(c1)c1c(c(=O)n(-c3ccccc3)c(=O)n1CC(=O)NCc1ccc(C)cc1)n2C | -1.1% | 2.4% | 8.1% | 0.1% | 14.8% | 29.4% | 9.4% |
| COc1cccc(CNC(=O)CSc2ccc(-c3sc(-c4ccccc4)nc3C)nn2)c1 | -3.6% | 0.0% | -22.3% | 2.1% | 5.3% | -14.3% | 2.3% |
| O=C(CS(=O)(=O)c1cccc2nsnc12)Nc1ccccc1Cl | -0.3% | 1.1% | 5.7% | -0.5% | 5.2% | 5.5% | -7.6% |
| COc1ccccc1N1CCN(c2ccc(=O)n(CC(=O)O)n2)CC1 | -21.3% | 8.0% | -7.7% | 0.0% | 17.7% | 30.9%[activator] | 5.5% |
| COc1ccc(OC)c(CNC(=O)c2c3c(nc4ccccc24)C(=O)N(C2CCCCC2)C3)c1 | 1.2% | -0.8% | -6.2% | -0.6% | 0.7% | 2.7% | -8.0% |
| Cc1ccc(-c2nc3cc(Cl)ccc3o2)cc1NC(=O)c1cc2ccccc2o1 | 6.3% | 0.0% | -6.8% | -0.7% | -13.7% | -4.5% | 0.7% |
| CCc1nn(CC(=O)NCCC(C)C)c(=O)c2cc3occc3n12 | -0.9% | -0.7% | 0.2% | -3.2% | ? | 8.6% | 5.9% |
| CCC(=O)N1CCc2cc(Br)cc(S(=O)(=O)CCC(=O)Nc3ccc(C)c(C)c3)c21 | -1.1% | -3.6% | -11.5% | -1.2% | 1.1% | 7.6% | 11.9% |
| O=C(Cn1cc(S(=O)(=O)N2CCN(c3ccccc3F)CC2)c2ccccc2c1=O)Nc1cccc(C(F)(F)F)c1 | -6.7% | 2.2% | -24.1% | -2.1% | 35.9%[activator] | ? | -1.3% |
| O=C(NCCC1=CCCCC1)c1ccc2c(c1)ncn2-c1ccc(F)c(F)c1 | -1.2% | 1.4% | -18.9% | -1.4% | 5.9% | 13.5% | -9.5% |
| CCCCn1c(SCC(=O)NCc2ccc(C)cc2)nc2c(sc3ccccc32)c1=O | -3.5% | -2.5% | 5.4% | -2.2% | 17.0% | -4.8% | -5.4% |

Whole records from above. Order of values: PTAP-TSG101 blk | GALK inh | FH mod | B2AR arrestin ag | NTMT1 inh | p53null 39C kill | p53null 32C kill
CCC(=O)Nc1cccc(-c2nc3cc(C)ccc3o2)c1 in the list: 0.8% | -0.6% | -22.9% | 1.3% | ? | ? | ?
CCCCNc1nc2c(c(=O)n(Cc3ccc(Cl)c(Cl)c3)c(=O)n2C)n1C in the list: -0.3% | -11.9% | ? | -1.9% | 3.3% | -2.2% | 16.5%

A portion of the library; the hit share may differ from the screen's.
